# TrxR1 inh – inhibitors of rat thioredoxin reductase 1; 390,000 tested, 1% active; Potency, µM (series often up to 114 µM), inactives show top-dose activity change, negative = inhibition, usual class: inhibitors; O89049; recombinant rTrxR1, NADPH fluorescence consumption, selenite substrate; AID 588453; also: potency is read from the fitted curve at half-maximal effect; % is scaled to controls: 0 for no effect and ±100 for the full control effect; nearly all actives have a fitted effect of over 65% in size
#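 Rat TrxR1 (90 nM in the dispensed reagent) was pre-reduced with 400 uM NADPH for 5 min at room temperature, then incubated with compound for 15 min. After 400 uM selenite was added, NADPH fluorescence (Ex 340/Em 450 nm) was followed for 8 min.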
# D2 antagonist – antagonizes the human D2 dopamine receptor; P14416; HEK293 TREx D2 cells, calcium flux, dopamine EC80; inhibition, % at 10 µM; 340,000 tested, 2% active; AID 485344; in the data active = inhibition above about 30%; also: 0% is about no effect
# Target sequence (P14416 whole entry, looked up): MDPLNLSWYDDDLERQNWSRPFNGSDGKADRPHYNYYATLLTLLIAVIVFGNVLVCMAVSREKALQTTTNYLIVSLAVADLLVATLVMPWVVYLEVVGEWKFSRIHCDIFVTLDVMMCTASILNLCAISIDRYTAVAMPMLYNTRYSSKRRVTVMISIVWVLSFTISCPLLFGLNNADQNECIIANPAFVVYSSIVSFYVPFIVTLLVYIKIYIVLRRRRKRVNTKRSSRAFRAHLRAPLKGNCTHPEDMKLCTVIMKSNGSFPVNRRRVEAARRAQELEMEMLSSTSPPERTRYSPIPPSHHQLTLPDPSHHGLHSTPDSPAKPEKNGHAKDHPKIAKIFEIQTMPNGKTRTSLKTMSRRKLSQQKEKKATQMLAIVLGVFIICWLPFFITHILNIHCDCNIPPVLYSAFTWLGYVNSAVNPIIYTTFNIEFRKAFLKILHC
#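 Calcium flux kinetic readout in an inducible HEK293 TREx D2 line plated overnight at 30 C. After 180 s compound exposure, an EC80 dopamine challenge follows with another 180 s kinetic read to detect antagonism.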
# IDH1 R132H inh – blocks human mutant IDH1 R132H enzyme | O75874 | IDH1-R132H enzyme, NADPH consumption, diaphorase/resazurin fluorescence | Potency, µM (series often up to 76.6 µM), for inactives: at the highest dose activity change, negative = inhibition, usual class: inhibitors | 390,000 tested, 0.093% active; also: potency is read from the fitted curve at half-maximal effect; % is scaled to controls: 0 for no effect and ±100 for the full control effect; nearly all actives have a fitted effect of over 65% in size
# Target sequence (O75874 whole entry R132H, stated change not applied): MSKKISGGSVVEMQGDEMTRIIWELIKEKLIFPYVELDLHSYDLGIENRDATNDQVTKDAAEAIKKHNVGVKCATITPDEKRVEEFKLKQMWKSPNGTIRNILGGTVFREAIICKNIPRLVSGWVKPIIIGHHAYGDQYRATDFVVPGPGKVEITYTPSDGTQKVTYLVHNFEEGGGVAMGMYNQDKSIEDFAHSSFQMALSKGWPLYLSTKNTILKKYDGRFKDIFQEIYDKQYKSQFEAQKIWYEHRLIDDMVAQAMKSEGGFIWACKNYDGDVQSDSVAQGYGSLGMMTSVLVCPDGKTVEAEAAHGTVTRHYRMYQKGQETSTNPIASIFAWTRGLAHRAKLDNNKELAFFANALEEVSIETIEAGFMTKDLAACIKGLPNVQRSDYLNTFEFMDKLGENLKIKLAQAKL
#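 IDH1-R132H (0.5 ug/mL dispensed) in pH 7.5 Tris buffer was preincubated 30 min with compound, then given a substrate mix of 0.016 mM NADPH and 2 mM alpha-KG for 80 min at room temperature; remaining NADPH was read by diaphorase/resazurin fluorescence.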
# TRHR enhancer – TRH receptor (human) allosteric enhancement. P34981. TRHR cells, fluo-8 calcium fluorescence, EC20 TRH enhancement. enhancement, % at 2 µM. 360,000 tested, 0.66% active. AID 493056; in the data active = enhancement above about 30%; also: 0% is about no effect
#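 Enhancer read-out: after compound pinning and an initial kinetic agonist-mode read, an EC20 of TRH (10 nM final) was injected and fluo-8 calcium signal (Ex 480/Em 530) followed at 1 s/cycle for 100 cycles in TRHR-expressing cells.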
# TRHR ag – agonists of human TRH receptor. P34981. TRHR cells, calcium flux fluo-8, FDSS agonist mode. activation, % at 2 µM. 360,000 tested, 0.18% active. AID 493084; in the data active = activation above about 30%; also: 0% is about no effect
#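 In this calcium-flux screen, cells bearing human TRHR are dye-loaded with fluo-8, baselined for 10 cycles, then exposed to library compounds; positive kinetic calcium responses during the agonist phase mark hits, with TRH as control.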
# Pin1 inhibitor – blocks the human prolyl isomerase Pin1 | Q13526 | Pin1 FP peptide displacement, HiFluor488, 10 min | Potency, µM (doses to about 115 µM), for inactives: at the top dose activity, negative = inhibition, usual class: inhibitors | 390,000 tested, 0.009% active | AID 504891; active = well fitted inhibition curve with a large enough effect in the polarisation, with a control signal flat, not every such curve was filed as active; inconclusive = small, poorly fitted or top-dose-only effect, or effect the other way, or a change in a side signal; inactive = no such curve, though single readings can be large or run the other way; the % refers to the polarisation; also: potency is read from the fitted curve at half-maximal effect; % is scaled to controls: 0 for no effect and ±100 for the full control effect
# Target sequence (Q13526 whole entry, looked up): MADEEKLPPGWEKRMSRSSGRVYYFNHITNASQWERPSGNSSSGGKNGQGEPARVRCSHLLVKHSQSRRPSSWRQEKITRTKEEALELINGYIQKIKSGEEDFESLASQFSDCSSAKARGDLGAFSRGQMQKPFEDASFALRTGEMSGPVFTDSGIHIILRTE
# USP1-UAF1 inh – inhibitors of human USP1/UAF1 deubiquitinase; Potency, µM (titrated, usually from 57.1 µM), inactives show top-dose activity change, negative = inhibition, hits mostly inhibitors; recombinant USP1/UAF1, Ub-Rhodamine cleavage fluorescence; 390,000 tested, 0.23% active; also: potency is read from the fitted curve at half-maximal effect; % is scaled to controls: 0 for no effect and ±100 for the full control effect; nearly all actives have a fitted effect of over 60% in size; inactives centre near -12
#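 In this screen, compounds sit with the deubiquitinase complex (1nM) for 15 min at room temperature before Ub-Rho is added at 150nM final. Fluorescence rise is then followed for 6 reads every 60 seconds.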
# D2 agonist – agonists of human D2 dopamine receptor; P14416; HEK293 T-REx D2 cells, calcium flux agonist mode; activation, % at 2 µM; 340,000 tested, 0.53% active;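 active = activation over 3 SD above normal in the single-dose calcium agonist read, cut at about 30% in these data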; also: 0% is about no effect
#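 Tetracycline-induced HEK293 Trex cells with D2 receptor force-coupled to calcium signaling, plated overnight at 30 C and loaded with no-wash calcium dye. Calcium flux read kinetically for 180 s after compound addition; responses flag agonists.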
# TrxR1 substrate – is turned over as a substrate by rat TrxR1. O89049. purified TrxR1 substrate turnover, NADPH consumption readout. Potency, µM (titrated, usually from 114 µM), for inactives: at the highest dose activity change, negative = substrate turnover. 390,000 tested, 0.01% active. AID 588456; also: potency is read from the fitted curve at half-maximal effect; % is scaled to controls: 0 for no effect and ±100 for the full control effect; nearly all actives have a fitted effect of over 50% in size
#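 Rat TrxR1, dispensed at 90 nM, was prereduced with 400 uM NADPH (final) for 5 min at ~22 deg C, then incubated with compound 15 min before 400 uM selenite. A first-read NADPH fluorescence drop versus no-compound background flagged substrates.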
# The depositor's hits bear a star; ? = inconclusive; . = not tested or not shown; & = joins results of further samples; [ ] = remark or other dose. Unless noted, calls follow the shape of the dose curve; as a rule, active = well fitted inhibition curve with a large enough effect; inconclusive = small, poorly fitted or top-dose-only effect; inactive = no such curve, though single readings can be large or run the other way.
SMILES,TrxR1 inh,D2 antagonist,IDH1 R132H inh,TRHR enhancer,TRHR ag,Pin1 inhibitor,USP1-UAF1 inh,D2 agonist,TrxR1 substrate
CCCCOc1ccc(C2(C)CC(=O)NC2=O)cc1 (centres undefined),11%[57.1 µM],2,8%,14,-1.9,-2%,-22%,-0.4,-6%[57.1 µM]
COc1cscc1C(N)=O,31%,.,1%,0,0.9,-10%,-14%,.,2%
Cc1cc(C(=O)NCc2ccc(S(N)(=O)=O)cc2)cs1,4%,.,-1%,-2,0.3,1%,3%,.,4%
COc1ccc(C(=O)Nc2nc(C)c(C(=O)N(C)C)s2)cc1OC,-15%,-4,-2%,-1,0.7,-4%,-12%,0.8,-13%
Nc1cc(OCC(F)(F)F)cc(OCC(F)(F)F)c1,3%[57.1 µM],10,5%,-2,-1.7,0%,-5%,-0.1,-9%
COc1ccccc1CNC(=O)CCS(=O)(=O)Cc1ccc(C)cc1,4%,-12,1%,5,-0.3,0%,-20%,-0.5,-5%
O=C(O)COc1ccc(Br)cc1/C=N\Nc1ccccn1,-4%,3,-1%,1,1.9,-7%,-12%,-1.3,-11%
Cc1cccc(C(=O)N2CCN(S(=O)(=O)c3ccc4c(c3)OCCCO4)CC2)c1[N+](=O)[O-],-8%,6,0%,-3,-0.9,-3%,-17%,-1.0,-4%
CCCCn1c(NC(C)CC)nc2c1c(=O)[nH]c(=O)n2C (centres undefined),-14%,-18,10%,0,0.0,-6%,3%,0.2,-2%
c1ccc(CCOn2ccnc2)cc1,10%,-10,6%,7,-0.6,7%,-14%,-1.9,1%
C=CCOc1c(CNc2ccc(S(N)(=O)=O)cc2)cccc1OC,-8%,15,3%,1,0.1,?,-23%,-0.6,-10%
O=C(N/N=C/c1ccco1)C1COc2ccccc2O1 (centres undefined),-3%,1,2%,-5,0.0,1%,-20%,-0.5,0%
O=c1c(Br)c(N2CCCCC2)cnn1-c1ccccc1,24%[57.1 µM],5,11%,-7,-0.4,-2%,-18%,-0.1,5%[57.1 µM]
CCS(=O)(=O)c1ccc(O)c(N2C(=O)C3C4C=CC(C4)C3C2=O)c1 (centres undefined),8%[57.1 µM],.,-2%,-5,0.2,-2%,-8%,.,6%
CC[C@@H](C)[C@@H](C(=O)N1CCNCC1)n1cc(CCC(=O)O)nn1,9%[57.1 µM],-1,-10%,-2,-0.3,-3%,-19%,-0.1,6%[57.1 µM]
CSCC(=O)N1CCCC(C(=O)c2cc(F)ccc2F)C1 (centres undefined),15%[57.1 µM],-8,1%,-4,-0.2,3%,1%,0.6,6%[57.1 µM]
Cc1ccc2nc(N3CCN(c4cccc(C)c4C)CC3)c3nncn3c2c1,5%,.,-3%,4,-0.1,1%,-8%,0.0,13%
CC(=O)C[C@@H](O)CC(=O)[C@@H]1OC(=O)[C@@H](C)CCCCc2ccccc21,-3%,.,3%,.,.,-2%,-28%,.,1%
Cc1ccc(S(=O)(=O)CCSc2nc(C)cc(C(F)(F)F)c2C#N)cc1,-1%,-7,3%,-1,3.9,?,?,2.8,1%
Cc1cc(C(=O)CN2C(=O)NC3(CCCCC3)C2=O)c(C)n1Cc1ccc2c(c1)OCO2,5%,10,3%,1,-0.3,12%,-17%,-1.2,1%
CCOC(=O)N1CCN(C2CCCN(C(=O)c3cccc(Cl)c3)C2)CC1 (centres undefined),-33%,10,1%,-3,-0.2,3%,-5%,0.0,-2%
Cc1ccc(NC(=O)c2ccc(COc3ccccc3Cl)o2)cc1,13%[57.1 µM],.,0%,-1,0.4,19%,-1%,2.0,-5%[57.1 µM]
O=C(COC(=O)Cc1n[nH]c(=O)c2ccccc12)Nc1cccc(C(F)(F)F)c1,14%,3,0%,2,1.3,-7%,-2%,-0.3,-5%
COc1ccc(N2CCN(CC(=O)N3c4ccccc4CC3C)CC2)cc1 (centres undefined),9%,2,-4%,41*,-0.2,-3%,-21%,-0.7,-5%[57.1 µM]
NS(=O)(=O)c1ccc(NC(=O)/C=C/c2ccccc2[N+](=O)[O-])cc1,14%,-7,-7%,-1,0.4,-3%,-5%,-0.1,-2%[57.1 µM]
# Continuation:
SMILES,TrxR1 inh,D2 antagonist,IDH1 R132H inh,TRHR enhancer,TRHR ag,Pin1 inhibitor,USP1-UAF1 inh,D2 agonist,TrxR1 substrate
CCc1cc(=O)oc2cc(OCC(=O)N3CCCc4ccccc43)ccc12,0%,-1,5%,-8,-0.3,8%,-5%,-0.4,8%
COc1ccc(C(=O)N2CCC(C(=O)NC3CC3)CC2)cc1,9%,-12,3%,-4,0.6,-7%,-5%,0.3,2%
Cc1cccc(NS(=O)(=O)c2ccc3c(c2)CCN3C(=O)C2CCC2)c1,-18%,.,-3%,-2,-0.8,7%,-33%,0.7,-7%
COc1ccccc1NC(=S)N(CCN1CCCCCC1)Cc1cccs1,24%[57.1 µM],28,-3%,-4,-0.2,0%,-7%,-0.1,7%[57.1 µM]
O=C(c1ccncc1)N1CCCC(N2CCN(c3cccc(C(F)(F)F)c3)CC2)C1 (centres undefined),7%,10,0%,-2,-0.4,-4%,-18%,6.0,1%
CN(c1ccccc1)S(=O)(=O)c1ccc(C(=O)Nc2ncccc2O)cc1,-14%,12,6%,5,-0.4,?,-1%,-0.3,-4%
Cc1nn(Cc2ccccc2)c(C)c1NS(=O)(=O)c1ccccc1,-3%,-12,3%,-2,-1.5,2%,-16%,-1.0,-6%
NC(=O)Cn1nnc(-c2ccc(C(F)(F)F)cc2)n1,-5%[57.1 µM],-18,0%,6,-0.1,-2%,-15%,-1.9,0%[57.1 µM]
CCn1ncc(/C=C/C(=O)NCc2cn(C)nc2C)c1C,-10%[57.1 µM],14,2%,2,1.2,9%,3%,-0.3,1%[57.1 µM]
COc1ccc(-c2nc3cc(C)ccn3c2NC(=O)c2c(F)cccc2Cl)cc1,30%,-8,0%,56*,1.8,15%,-5%,-0.9,4%
Cc1ccccc1N1CC(O)(c2ccccc2)[N+]2=C1SCC2 (centres undefined),0%,-11,3%,0,0.2,-3%,-23%,0.1,-4%
CCC(=O)Nc1nc(C)c(-c2csc(Nc3ccccn3)n2)s1,-5%,-11,-1%,2,-1.0,-7%,-2%,-1.0,-10%
O=C(OCC1CC(c2ccccc2)=NO1)c1ccc(Br)cc1 (centres undefined),19%[57.1 µM],2,-2%,-4,0.8,-5%,-11%,0.6,10%[57.1 µM]
CCCCOC1(c2ccccc2)NC(=S)NN=C1c1ccccc1 (centres undefined),.,-9,.,1,0.0,.,.,-0.5,.
CC(C)n1c(-c2ccco2)csc1=Nc1cccnc1,-27%,3,3%,-5,0.3,2%,-22%,-1.3,-2%
Brc1ccccc1C1Nc2cccc3cccc(c23)N1,-14%,-5,-6%,9,0.0,-3%,-19%,0.0,2%
O=C1CCCN1C(=O)CSc1ccc2ccccc2n1,0%,-1,5%,4,-0.4,-5%,-3%,0.1,-3%
COc1ccc(Cc2nnc3sc(SCC(=O)Nc4ccccc4)nn3c2=O)cc1OC,-91%[57.1 µM],7,7%,11,-0.1,-2%,-13%,0.0,0%
Cc1cc(NC(=O)CSc2ncnc3sc(C)c(C)c23)no1,3%[57.1 µM],-2,0%,-5,0.5,6%,-17%,0.7,2%
O=C(NCCc1ccccc1)c1ccc(Br)o1,-5%[57.1 µM],5,9%,-4,-0.6,-4%,-14%,-0.5,0%[57.1 µM]
Cc1cc(CNC(=O)C2(C(F)(F)F)CC(CCCO)CCCO2)nn1C (centres undefined),?,.,9%,.,.,-3%&-6%,3%,.,-1%[57.1 µM]
COc1ccc(NC(=O)Cn2c(=O)n(CC3CCCO3)c(=O)c3ccccc32)cc1 (centres undefined),11%,.,25%,4,-0.5,1%,-22%,-1.0,5%
Cc1ccc(NC(=O)CSc2nnc(C3CC3)n2C)cc1S(=O)(=O)N1CCCCC1,14%,-10,4%,-1,-0.5,-4%,-13%,-0.1,7%
Nc1ccccc1SCCS(=O)(=O)c1ccc(Cl)cc1,6%,11,-6%,-8,-1.1,0%,-19%,-0.3,-6%
CC1CCN(C(=O)Cn2nnc(-c3ccc(N)cc3)n2)CC1,36%[activator][57.1 µM],7,2%,-1,0.0,-8%,-9%,-1.1,18%[57.1 µM]

# Entries of single compounds as entered above. Order of screens: TrxR1 inh	D2 antagonist	IDH1 R132H inh	TRHR enhancer	TRHR ag	Pin1 inhibitor	USP1-UAF1 inh	D2 agonist	TrxR1 substrate
# Profile of Cc1cc(NC(=O)CSc2ncnc3sc(C)c(C)c23)no1 = 3%[57.1 µM]	-2	0%	-5	0.5	6%	-17%	0.7	2%
# Profile of CCc1cc(=O)oc2cc(OCC(=O)N3CCCc4ccccc43)ccc12 = 0%	-1	5%	-8	-0.3	8%	-5%	-0.4	8%

# (further entries)
SMILES,TrxR1 inh,D2 antagonist,IDH1 R132H inh,TRHR enhancer,TRHR ag,Pin1 inhibitor,USP1-UAF1 inh,D2 agonist,TrxR1 substrate
COc1ccc(CCNC(=O)c2cc(C(=O)c3cc(Cl)ccc3O)cn(CCc3ccc(OC)cc3)c2=O)cc1,-19%,7,-3%,-4,0.1,?,-8%,0.2,-18%
CC(=O)Nc1ccc(C(=O)CSc2nccc(=O)[nH]2)cc1,8%[57.1 µM],10,4%,-6,0.1,3%,-10%,1.0,-1%[57.1 µM]
CCC(C)Sc1nc2c([nH]c3ccccc32)c(=O)n1C (centres undefined),11%,1,7%&16%,-3&-2,0.3&-0.2,0%&5%,-25%&-8%,0.6&-1.3,3%
Cc1noc(NS(=O)(=O)c2ccc(N/C=C\C(=O)c3cccc4ccccc34)cc2)c1C,14%[57.1 µM],-12,2%,2,0.9,?,-10%,-0.4,-8%
O=C(Nc1nnc(-c2ccccn2)o1)c1ccc(Br)cc1,-15%,-9,0%,14,-0.6,1%,-19%,-1.5,-9%
CCOC(=O)C(C(=O)Nc1ccccn1)C1CCCCC1 (centres undefined),-9%,-8,7%,-2,0.2,5%,0%,0.5,13%
O=C1C(Cl)=C(Oc2ccccc2)C(=O)c2ccccc21,?,.,19%,.,.,-6%,?,.,?

# The list is partial; the hit share may differ from the screen's.
